High-throughput results as filed in PubChem BioAssay.
All columns: NCI-60 one-dose screen, growth in % after 48 h at 10 µM unless noted; 100 = growth as untreated, 0 = no growth, -100 = all killed.
BT-549: BT-549 breast cancer | AID 1794793 | actives 4.4% (n = 78,000)
UACC-257: UACC-257 melanoma. actives 4.4% (n = 78,000). AID 1794764
UACC-62: UACC-62 melanoma | actives 5.4% (n = 81,000) | AID 1794756
T-47D: T-47D breast cancer; actives 5% (n = 79,000); AID 1794792
HS 578T: HS 578T breast cancer | actives 4.1% (n = 78,000)
SK-MEL-2: SK-MEL-2 melanoma. actives 4.7% (n = 77,000). AID 1794763
MALME-3M: MALME-3M melanoma; actives 5.8% (n = 78,000); AID 1794766
SK-MEL-28: SK-MEL-28 melanoma. actives 4.1% (n = 81,000)
An asterisk follows results filed as active; / = no result given; & = joins results of further samples. The calls were made as follows: active = growth percent below 10; inactive = the rest.

SMILES	BT-549	UACC-257	UACC-62	T-47D	HS 578T	SK-MEL-2	MALME-3M	SK-MEL-28
CN(C)CCn1c2ccc(N)cc2c2nc3ccccc3nc21	85.5	38.4	35.2	36.4	76.2	54.6	44.1	54.5
CC(=O)c1ccc([N+](=O)[O-])cc1	107.5	99.4	103.7	101.0	92.3	112.5	89.9	100.5
Nc1ccc(/C=N/Nc2ccnc3c(N)cccc23)c2cccnc12	-37.2*	88.1	89.5	-39.5*	-17.0*	87.9	104.4	104.8
NN1CCc2ccccc2C1	111.7	97.4	109.9	97.2	123.5	92.7	117.6	120.8
CC(=O)OCC(COC(C)=O)OC(C)=O	95.4	108.1	/	90.7	129.1	106.2	101.9	104.3
CN1C(=O)C(OCc2ccc(C#N)cc2)Oc2cc(C(=O)O)ccc21 (centres undefined)	102.1	100.2	105.0	100.5	93.9	107.3	100.9	107.9
COc1ccc(/C=N/N(C)C(=O)Nc2cccc(Cl)c2)cc1OC	95.3	109.8	82.6	93.2	94.1	114.1	/	104.0
O=C(Nc1ccccc1)Nc1ncnc2c1ncn2-c1ccncc1	97.5	106.4	117.6	101.4	100.9	98.7	108.4	106.7
COc1ccc2cc(C(=O)/C=C/N=C3C=NNC3=O)ccc2c1	76.7	80.2	87.8	40.3	82.5	108.1	97.9	96.6
O/N=C(/CSc1n[nH]c(-c2ccncc2)n1)c1ccc(Cl)cc1	96.3	102.9	96.4	86.2	95.8	107.1	91.0	105.5
CCOC(=O)c1sc2nc(-c3ccc(N(C)C)cc3)nc(N3CCOCC3)c2c1C	94.7	110.6	79.2	77.5	/	110.1	112.5	102.0
O=C(CSc1nnc(Cn2c(C(F)(F)F)nc3ccccc32)o1)Nc1ccccc1	101.7	96.7	93.6	97.2	107.6	92.8	101.9	103.2
CCOC(=O)C1=CC(=O)CC(C)(C)O1	116.7&99.2	95.7&105.9	106.0&103.7	107.3&109.6	117.1	113.8	110.5&112.0	120.3&118.8
COc1c(C)cnc(CSc2nc(-c3ccc(Cl)cc3)cn2-c2ccc(Cl)cc2)c1C	108.4	95.6	79.0	61.2	96.0	83.8	97.1	96.1
O=C(/C=C/c1ccc(Oc2ccc(Cl)cc2)cc1)c1ccc(Br)cc1	114.4	104.2	100.7	95.0	120.6	103.3	103.4	112.7
COc1ccc(/C=C2\Cc3c(F)ccc(Br)c3C2=O)cc1OC	111.8	99.9	91.7	102.8	97.4	107.4	104.0	100.7
CC(C)C1NC(C)(C)CO1 (centres undefined)	99.0	103.4	99.1	100.7	109.3	105.3	99.0	104.7
CCCCC/C=C\C/C=C\CCCCCCCCOc1ccccc1CCOP(=O)(O)OCC[N+](C)(C)C	106.2	111.7	94.2	110.9	100.0	121.7	96.8	105.9
N#C/C(=C/NC(=S)N=Nc1c(O)[nH]c2ccccc12)C(N)=O	110.0	116.8	104.7	90.0	104.9	119.8	97.2	118.1
O=C1NC(=O)/C(=C\c2ccncc2)N1	99.5	97.7	95.8	101.1	95.0	104.4	103.0	100.9
CCN1CCN(c2ccc(NC(=O)Nc3nc4ccc(-c5ccccc5OC)cc4s3)cc2)CC1	31.6	-71.9*	-85.3*	-45.4*	-23.2*	-65.5*	-80.3*	-79.3*
N#Cc1ccc(N2CSC3=N/C(=C\c4ccc(Cl)cc4)C(=O)N3C2)cc1	87.1	/	86.4	91.0	106.5	/	119.0	100.4
O=C(Nc1ccccc1)Nc1ccc(OCc2ccc(Cl)cc2)cc1	99.4	95.4	86.6	105.1	91.0	102.0	96.7	97.6
O=c1c2ccccc2nc(CN2CCOCC2)n1/N=C/c1ccccc1	98.5	104.3	96.9	92.6	99.6	109.9	104.5	104.7
CN(C)CCN(C)CC(C)(C)C(=O)/C=C/c1ccc(Cl)cc1	-34.5*	23.1	-46.4*	/	-4.1*	-25.6*	-27.7*	-11.2*

Shown in CSV form: part of the list above
compound,BT-549,UACC-257,UACC-62,T-47D,HS 578T,SK-MEL-2,MALME-3M,SK-MEL-28
CN(C)CCn1c2ccc(N)cc2c2nc3ccccc3nc21,85.5,38.4,35.2,36.4,76.2,54.6,44.1,54.5
CC(=O)c1ccc([N+](=O)[O-])cc1,107.5,99.4,103.7,101.0,92.3,112.5,89.9,100.5
Nc1ccc(/C=N/Nc2ccnc3c(N)cccc23)c2cccnc12,-37.2*,88.1,89.5,-39.5*,-17.0*,87.9,104.4,104.8
NN1CCc2ccccc2C1,111.7,97.4,109.9,97.2,123.5,92.7,117.6,120.8
CC(=O)OCC(COC(C)=O)OC(C)=O,95.4,108.1,/,90.7,129.1,106.2,101.9,104.3
CN1C(=O)C(OCc2ccc(C#N)cc2)Oc2cc(C(=O)O)ccc21 (centres undefined),102.1,100.2,105.0,100.5,93.9,107.3,100.9,107.9
COc1ccc(/C=N/N(C)C(=O)Nc2cccc(Cl)c2)cc1OC,95.3,109.8,82.6,93.2,94.1,114.1,/,104.0
O=C(Nc1ccccc1)Nc1ncnc2c1ncn2-c1ccncc1,97.5,106.4,117.6,101.4,100.9,98.7,108.4,106.7
COc1ccc2cc(C(=O)/C=C/N=C3C=NNC3=O)ccc2c1,76.7,80.2,87.8,40.3,82.5,108.1,97.9,96.6
O/N=C(/CSc1n[nH]c(-c2ccncc2)n1)c1ccc(Cl)cc1,96.3,102.9,96.4,86.2,95.8,107.1,91.0,105.5

Remaining list, next part:
SMILES	BT-549	UACC-257	UACC-62	T-47D	HS 578T	SK-MEL-2	MALME-3M	SK-MEL-28
NC(=O)C(=O)c1c[nH]c2ccccc12	108.8	113.4	99.9	98.0	/	103.7	91.5	106.6
NC(=S)c1cccnc1	101.1	109.1	97.5	121.5	107.0	113.4	115.5	105.7
COc1cc2c(cc1-c1c(C)noc1C)ncc1nc(C3CCC(F)(F)CC3)n([C@H](C)COC(F)F)c12	61.9	34.9	17.8	46.0	13.9	65.7	67.5	54.4
Nc1n[nH]c2cccc(C#Cc3cccc(C(=O)Nc4ccc(CN5CCOCC5)c(C(F)(F)F)c4)c3)c12	23.7	40.1	5.9*	6.2*	29.5	23.3	-3.9*	14.5
O=C(c1ccc2ccccc2c1O)N1CCCCC1	106.3	107.5	95.2	/	117.8	103.9	101.2	104.3
CCOC(=O)c1ccc(NC(=O)Nc2nccs2)cc1	/	45.5	31.8	57.3	48.4	-38.4*	39.4	40.9
O=C(OCCc1ccccc1)c1ccccc1	104.6	97.9	107.3	104.9	128.0	100.7	113.9	105.6
COc1cc(OC)c2c(=O)c(O)c(-c3ccccc3)oc2c1	85.6	84.2	72.1	92.1	88.9	87.3	100.8	95.8
CCOC(=O)C1=C2C=Cc3c(ccc4ccccc34)N2C(C(=O)C(C)(C)C)C1 (centres undefined)	/	100.7	89.5	90.6	97.9	109.4	103.5	120.2
O=C(NC(=S)Nc1c(Cl)cc(Cl)cc1Cl)c1ccccc1	95.4	104.3	89.6	70.7	106.5	106.0	100.6	98.5
Cn1c(C2=CC(=O)c3ccccc3C2=O)c(C2=CC(=O)c3ccccc3C2=O)c2ccccc21	101.9	104.5	92.9	96.1	98.1	105.6	138.2	103.5
COc1ccc([C@@H]2COc3cc(O)ccc3C2)c(O)c1	103.3	97.3	92.7	87.8	103.9	96.0	87.1	102.4
Nc1cc(=O)[nH]c2ncnn12	105.3	102.7	97.7	97.6	104.8	107.9	135.8	107.5
Oc1[nH]c(N=C2N=c3ccccc3=N2)c2ccccc12	130.0	102.7	47.8	64.7	111.4	106.6	92.9	108.2
Cn1c(C#N)ccc1-c1cccc(NS(C)(=O)=O)c1	86.3	112.2	97.4	74.1	102.6	103.3	93.8	99.1
COc1cc(/C=C/c2nnc(-c3[nH]nc4c3Cc3ccccc3-4)o2)cc(OC)c1OC	77.0	104.2	81.5	79.7	73.3	83.4	94.5	92.9
COc1cc(C(=O)O)c(OC)c2c1OCO2	107.1	102.5	109.5	107.9	106.5	121.3	110.0	102.2
COc1ccc2nc3cc(Cl)ccc3c(Cl)c2n1	103.2	95.6	85.5	78.9	87.8	101.3	93.2	107.1
O=c1[nH]c2ccc(Cl)cc2cc1CSc1ccc(Nc2nccc(-c3ccc(Cl)cc3)n2)cc1	81.7	96.9	100.4	78.9	56.8	99.2	57.5	98.7
CS(N)(=O)=O	/	106.4	/	106.1	103.3	134.0	/	104.8
CC(C)(C)c1ccc(COc2ccc(/C=C3\C(=O)Nc4ccc(Cl)cc43)cc2)cc1	132.8	104.7	87.7	85.6	100.0	/	112.3	110.2
COc1ccc(OCCCC(=O)Nc2nnc(C3CC3)s2)cc1	115.4	102.0	98.1	104.0	122.3	38.1	105.7	111.3
Cc1ccc(N/N=C(/C(=O)c2ccc(Cl)cc2)c2nc(C)cc(=O)[nH]2)cc1	117.8	104.5	90.8	88.3	99.9	95.3	126.1	118.0
Cc1cc(=O)n2[nH]c(-c3ccco3)cc2n1	123.2	105.1	91.2	/	95.3	116.1	99.5	111.0
N#CC(C#N)=NNc1ccc(S(=O)(=O)c2ccc(NN=C(C#N)C#N)cc2)cc1	99.9	91.3	99.6	55.1	96.9	110.6	129.5	111.5
The listing continues:
SMILES	BT-549	UACC-257	UACC-62	T-47D	HS 578T	SK-MEL-2	MALME-3M	SK-MEL-28
Cc1[nH]c(C(=O)Nc2ccc(C(=O)NCC(N)=O)cc2OC(C)C)c(Cl)c1Cl	89.3	101.6	91.3	85.7	97.8	102.8	94.2	106.5
CN(C=O)c1ccc([N+](=O)[O-])cc1	102.4	94.9	98.3	83.3	101.1	85.9	95.5	99.6
CCc1ccc(Cc2cnc(NC(=O)C(=S)N3CCOCC3)s2)cc1	107.6	98.9	93.9	111.2	105.6	102.4	107.1	111.5
Nc1nc(-c2nnc(Nc3ccc(Oc4ccccc4)cc3)s2)cs1	108.9	99.1	102.0	96.2	107.8	108.1	/	107.1
Nc1nc(Nc2ccc(Br)cc2)n(Cc2cccc(Br)c2)n1	93.5	100.2	87.9	101.1	/	115.8	89.2	104.1
CCCCNc1nc2c(c(=O)n(C)c(=O)n2C)n1C	/	101.7	104.1	99.8	106.0	96.2	100.5	104.5
O=C(/C(=C\c1ccc([N+](=O)[O-])cc1)S(=O)Cc1ccc(Cl)cc1)c1ccc(Cl)cc1 (centres undefined)	94.6	100.5	69.2	51.6	85.1	94.6	92.7	86.8
O=C(O)c1cccc(S(=O)(=O)c2ccccc2)c1	107.1	105.4	100.9	/	91.6	104.1	87.7	98.9
NNC(=O)c1cnc2ccccc2n1	106.1	103.0	107.7	97.5	/	90.9	89.9	109.0
COC(=O)C1=NC(=S)N=C(C(=O)OC)C1(C)C(=O)c1ccc(Cl)cc1	114.8	105.5	96.4	106.9	92.1	99.0	99.4	103.8
OCC1OCC(O)C(O)C1O (centres undefined)	97.8	110.3	96.1	110.8	120.6	106.1	125.4	101.3
NS(=O)(=O)c1ccc(N2N=C(c3cccs3)CC2c2ccccc2O)cc1 (centres undefined)	-15.4*	33.2	24.2	46.1	17.3	/	47.9	27.3
COc1ccc(Nc2ccc3ccccc3c2)cc1	94.7	/	62.1	65.6	96.5	67.2	/	89.8
C/C=C\C=N\NC(N)=S	73.1	77.1	97.9	/	97.7	102.4	95.5	99.1
COc1ccc(-c2nn(-c3ccccc3)cc2/C=C2\SC(=O)NC2=O)cc1	100.5	109.6	89.2	85.9	106.1	100.5	111.6	111.9
COc1cc2c(c(OC)c1OC)C(=O)CC(c1cccc(NC(=O)c3ccc(C#N)cc3)c1)O2 (centres undefined)	43.7	72.3	33.9	8.4*	90.3	69.0	83.7	90.6
O=C1CSC(c2cc3ccccc3[nH]c2=O)N1Cc1ccc2c(c1)OCO2 (centres undefined)	102.2	109.5	100.7	87.5	119.7	107.1	99.8	120.2
O=C1Nc2ccccc2S/C1=C/c1ccccc1	77.1	112.0	86.4	84.8	79.8	114.0	109.0	105.3
CCCCn1c(=O)c(-c2cc(-c3ccc(F)cc3)nc(-c3ccc(F)cc3)c2)cc2ccc(Cl)cc21	102.5	96.8	89.2	93.9	99.1	108.4	101.9	103.5
C=CCN(CC=C)C(=O)Nc1cc(OC)ccc1OC	112.9	99.3	93.9	98.8	112.7	110.0	121.0	109.1
CC[C@]12C=CCN3CC[C@@]4(c5cc(NC(=O)CN[C@@H](Cc6c[nH]c7ccccc67)C(=O)OC)c(OC)cc5N(C)[C@H]4[C@@](O)(C(=O)OC)[C@@H]1OC(C)=O)[C@@H]32	102.3	101.5	82.4	98.8	106.3	106.6	92.0	111.2
COc1nc(N)nc(Cl)n1	117.7	110.1	108.6	103.1	/	100.6	110.1	117.1
O=C(CCCCCn1c2ccccc2c2c3c(c4c5ccccc5[nH]c4c21)C(=O)N(O)C3=O)N1CCOCC1	60.3	/	/	23.6	66.5	72.5	113.1	/
CCCCCCCCCCCCCCCC/C=C\C(CC(=O)O)C(=O)O (centres undefined)	110.9	101.2	109.1	92.7	121.5	104.7	99.7	111.0
CN(C)CCN(C=O)CCN(C)C	102.6	113.3	98.9	105.5	109.2	105.2	/	111.3
Remaining list, next part:
SMILES	BT-549	UACC-257	UACC-62	T-47D	HS 578T	SK-MEL-2	MALME-3M	SK-MEL-28
BrC1=C(Br)CCCC1	102.5	99.8	89.4	/	113.0	96.2	89.6	104.9
Nc1nc2ncc(CNc3ccc(C(=O)N[C@@H](CCc4nn[nH]n4)c4nn[nH]n4)cc3)nc2c(=O)[nH]1	104.7&91.4	91.1&104.7	95.3&101.4	94.0&109.4	96.4&105.7	98.2&108.9	98.4&90.1	106.8&95.8
O=C(CSc1nnc(-c2ccncc2)o1)N/N=C/c1ccc([N+](=O)[O-])cc1	93.2	109.3	90.8	100.3	103.5	105.7	104.4	110.3
CCOC1=C2C=C(c3ccc(F)cc3)C(=O)OC2Oc2ccccc21 (centres undefined)	96.0	106.6	72.3	89.8	82.2	102.1	80.0	98.0
COc1ccccc1N1C(=O)CC(Sc2ccccc2N)C1=O (centres undefined)	/	95.8	84.8	90.1	107.4	92.3	75.7	142.7
Cc1nn(-c2ccccc2)c(N2CCOCC2)c1-c1nc2ccc([N+](=O)[O-])cc2[nH]1	96.8	105.6	83.4	95.8	/	110.0	105.1	102.4
